# Screening data as filed in PubChem.
# pPAFAH inh – inhibitors of human plasma PAF acetylhydrolase (pPAFAH); 1.5% of 330,000 active; recombinant pPAFAH, FP-rhodamine probe fluorescence polarization; inhibition, % at 3.39 µM;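 active means inhibition above the mean inhibition across the screen plus 3 SD, cut at about 25% in these data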;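 further: inhibitors block binding of the rhodamine activity-based probe so polarization drops; 0% = enzyme with DMSO and 100% = wells lacking pPAFAH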
# EBNA-1 inh – blocks EBNA-1 binding to DNA | EBNA-1 DNA binding, fluorescence polarization | inhibition, % at 14.8 µM | 0.34% of 300,000 active; in the data active means inhibition above about 28%
# LYPLA1 counter – LYPLA1 (human) inhibition in PME1 counter-screen. O75608. inhibition, % at 5.9 µM. 0.16% of 320,000 active. recombinant LYPLA1, FP-Rh probe fluorescence polarization;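 active means inhibition above the mean of all tested compounds plus 3 SD, set per campaign, cut at about 14% in these data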;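 further: inhibitors block serine hydrolase probe labeling of LYPLA1 so polarization falls; 0% = enzyme with DMSO and 100% = wells lacking LYPLA1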
# Target sequence (O75608 whole entry, looked up): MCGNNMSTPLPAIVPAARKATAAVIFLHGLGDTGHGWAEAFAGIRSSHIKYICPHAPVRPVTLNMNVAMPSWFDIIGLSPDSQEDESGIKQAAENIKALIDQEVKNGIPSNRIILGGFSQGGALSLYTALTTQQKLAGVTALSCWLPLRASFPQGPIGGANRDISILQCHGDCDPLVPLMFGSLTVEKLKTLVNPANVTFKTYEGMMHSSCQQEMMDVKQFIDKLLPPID
# PAFAH2 FP inh – PAFAH2 (human) inhibition; Q99487; recombinant PAFAH2, FP-rhodamine activity probe, fluorescence polarization; inhibition, % at 3.39 µM; 0.99% of 340,000 active;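 active means inhibition above the mean over all tested compounds plus 3 SD, cut at about 30% in these data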;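 further: inhibitors block probe labeling of enzyme so polarization drops; 0% = enzyme with DMSO and 100% = wells lacking PAFAH2 protein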
# PAFAH1B2 FP inh – blocks human PAF acetylhydrolase 1b catalytic subunit 2. recombinant PAFAH1B2, FP-rhodamine activity probe, fluorescence polarization. inhibition, % at 3.39 µM. AID 492953. P68402. 1.2% of 340,000 active;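 active means inhibition above the mean of all tested compounds plus 3 SD, cut at about 24% in these data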;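 further: 0% = enzyme with DMSO and 100% = wells lacking PAFAH1B2; many of its hits are not listed in these tables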
# ZTA DNA inh – ZTA (EBV) inhibition in EBNA-1 counter-screen | ZTA-DNA binding, fluorescence polarization | AID 2234 | P03206 | inhibition, % at 11 µM | 0.15% of 320,000 active; in the data active means inhibition above about 33%
# LYPLA2 counter – blocks human lysophospholipase 2, a PME1 counter-screen; recombinant LYPLA2, FP-Rh probe fluorescence polarization; 0.38% of 320,000 active; inhibition, % at 5.9 µM; O95372;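 active means inhibition above the screen-wide mean plus 3 SD, limit set per campaign, cut at about 26% in these data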;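 further: 0% = LYPLA2 with DMSO and 100% = wells lacking LYPLA2 enzyme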
# PREPL inh – inhibitors of human prolyl oligopeptidase-like enzyme PREPL; recombinant PREPL, fluorescence polarization activity-based probe; Q4J6C6; 0.68% of 320,000 active; inhibition, % at 5.96 µM; in the data active means inhibition above about 43%;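 further: 0% = enzyme with DMSO and 100% = wells lacking enzyme; many of its hits are not listed in these tables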
# Target sequence (Q4J6C6 whole entry, looked up): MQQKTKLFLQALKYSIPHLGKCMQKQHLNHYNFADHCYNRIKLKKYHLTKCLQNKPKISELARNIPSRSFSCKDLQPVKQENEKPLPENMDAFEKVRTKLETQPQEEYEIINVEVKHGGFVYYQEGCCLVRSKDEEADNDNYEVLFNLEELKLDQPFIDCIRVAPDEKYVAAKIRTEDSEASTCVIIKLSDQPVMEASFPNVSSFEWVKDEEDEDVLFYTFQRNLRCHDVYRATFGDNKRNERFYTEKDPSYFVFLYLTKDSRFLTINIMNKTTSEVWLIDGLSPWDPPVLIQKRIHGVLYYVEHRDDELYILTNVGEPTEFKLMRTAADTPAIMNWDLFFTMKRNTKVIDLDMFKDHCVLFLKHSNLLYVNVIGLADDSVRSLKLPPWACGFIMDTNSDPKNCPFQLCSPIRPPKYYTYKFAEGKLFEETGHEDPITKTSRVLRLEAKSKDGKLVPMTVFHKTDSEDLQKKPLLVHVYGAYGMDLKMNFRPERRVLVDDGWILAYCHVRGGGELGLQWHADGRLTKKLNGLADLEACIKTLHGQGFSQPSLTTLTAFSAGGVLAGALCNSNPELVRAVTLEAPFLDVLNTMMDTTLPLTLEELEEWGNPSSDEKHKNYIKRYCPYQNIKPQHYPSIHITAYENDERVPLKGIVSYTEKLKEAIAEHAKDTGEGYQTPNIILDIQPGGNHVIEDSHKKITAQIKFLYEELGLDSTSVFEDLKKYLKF
# PAFAH1B3 FP inh – PAFAH1B3 (human) inhibition | Q15102 | recombinant PAFAH1B3, FP-rhodamine probe, fluorescence polarization | inhibition, % at 3.39 µM | 0.28% of 340,000 active | AID 492972;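 active means inhibition above the screen-wide average of all tested compounds plus 3 SD, cut at about 25% in these data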;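 further: 0% = enzyme with DMSO only and 100% = wells lacking PAFAH1B3 protein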
# Starred values were filed as active, the others as inactive; . = no result given.
SMILES,pPAFAH inh,EBNA-1 inh,LYPLA1 counter,PAFAH2 FP inh,PAFAH1B2 FP inh,ZTA DNA inh,LYPLA2 counter,PREPL inh,PAFAH1B3 FP inh
COCCNC(=O)C(c1ccc(Cl)cc1)N(C(=O)CCC(=O)Nc1ccccn1)C1CCCC1 (configuration not stated),4.8,0.2,1.7,-14.1,-0.2,18.3,-1.3,-3.3,-1.7
CCc1ccc(NC(=O)CSc2nc3nc(C)cc(C)n3n2)cc1,-2.6,-14.4,-0.4,0.1,-2.9,-21.5,-6.8,10.8,4.8
O=C(CSc1nnnn1-c1ccccc1)Nc1nc(-c2ccccc2)ns1,-2.5,3.7,1.3,0.9,1.4,-13.3,1.4,0.6,3.7
O=C1C(Cl)=C(N2CCN(Cc3ccccc3)CC2)C(=O)N1c1ccccc1,-4.5,-3.6,6.2,1.3,3.3,-5.0,6.2,16.1,1.4
O=C1C2C3CC(C(Br)C3Br)C2C(=O)N1CC1CCCO1 (configuration not stated),-1.7,-12.1,0.2,-0.4,-0.6,9.5,-5.3,22.7,-2.9
Cc1nn(C(C)C(=O)N2CCc3ccccc3C2)c(=O)c2cc3occc3n12 (configuration not stated),3.9,3.8,4.1,-0.9,2.5,-9.2,12.3,4.2,-3.2
COc1ccc(-n2ncc3c(N4CCN(c5cccc(C)c5C)CC4)ncnc32)cc1,-2.2,2.1,-1.4,-3.7,3.0,10.6,-1.9,10.8,0.8
CC(Cc1cccs1)NC(=O)CCCn1nnnc1CN1CCOCC1 (configuration not stated),-5.6,4.3,-1.4,-3.9,1.3,0.2,-6.8,-6.4,-2.2
CCOc1ccc(/C=N/NC(=O)CSc2n[nH]c(=O)[nH]c2=O)cc1OC,3.9,9.2,0.7,8.2,1.0,8.7,-4.5,-3.5,0.2
CCOc1ccccc1N=CC1=C(O)CC(c2ccccc2)CC1=O (configuration not stated),-0.5,0.1,3.8,2.4,-1.1,-0.8,2.3,5.2,3.5
S=C(Nc1ccc(Cl)c(Cl)c1)N1CCOCC1,1.6,6.3,-0.6,-4.2,-1.6,4.5,6.5,-9.2,-0.1
O=C(NNc1ncnc2sccc12)c1ccc(Cl)cc1,-0.9,1.2,2.0,.,.,-3.2,9.7,-5.0,.
COc1ccc(C(=O)N(Cc2ccccc2)c2cccc(C)c2)c(OC)c1OC,2.2,1.3,-4.2,6.5,-3.8,25.3,-4.2,-1.0,7.6
Cc1ccccc1-n1ccnc1SCC(=O)Nc1cccc(S(=O)(=O)NC2=NCCC2)c1,0.9,.,.,4.8,4.0,.,.,7.9,9.8
O=C(NCc1ccccn1)c1ccc(N2CCCC2=O)cc1,7.5,-0.3,-1.3,-5.1,1.2,-16.0,2.7,2.0,-0.2
COc1cc(C2CC(=O)N(c3ccc(C)cc3)C(=O)C2)cc(OC)c1OC,-6.5,4.5,1.1,5.5,8.9,-0.2,2.9,19.4,2.5
COC(=O)c1ccc(C(=O)OC)c(NC(=O)COC(=O)C23CC4CC(CC(O)(C4)C2)C3)c1,-4.5,-4.0,-0.4,-7.1,0.2,-9.1,1.3,-20.9,-0.9
O=C(NCCc1c[nH]c2ccccc12)OCCCCOC(=O)NCCc1c[nH]c2ccccc12,21.6,5.9,-5.6,-1.0,13.7,-5.8,7.9,61.3*,2.6
Cc1ccc(S(=O)(=O)N2CCCC2CNC(=O)C(=O)NCc2ccccn2)cc1 (configuration not stated),3.7,0.7,-0.4,-2.2,4.5,-2.8,0.2,-1.2,2.9
Cc1ccc2c(c1)NC(=O)C(CC(=O)NCCCN1CCCCC1C)O2 (configuration not stated),-0.2,-3.1,2.0,-5.7,-1.6,3.2,-1.9,10.7,-0.7
CCN(CC)C(=O)Cn1cc(S(=O)(=O)CC(=O)Nc2ccc(OC)c(OC)c2)c2ccccc21,2.2,0.5,-1.7,-2.8,9.1,-0.6,2.0,-6.4,4.7
CCOc1ccccc1Nc1nc(N)nc(CSc2nccc(C)n2)n1,-0.1,10.5,1.5,-2.2,4.9,8.0,-4.2,-1.1,-0.9
OC1(c2ccc(Cl)cc2)CCN(Cc2cn[nH]c2-c2ccc(F)cc2)CC1,58.0*,-3.5,-2.4,10.2,3.5,5.8,1.1,-41.0,-0.8
O=C(c1nc2ccccn2c1CN1CCC(Cc2ccccc2)CC1)N1CCCC1,-1.3,7.8,1.0,-1.3,4.5,-13.0,2.8,3.8,-0.1
COc1ccc(-c2n[nH]c(C(F)(F)F)c2-c2cc3ccccc3o2)c(O)c1,17.9,0.9,-20.6,-7.0,-1.6,12.1,-26.9,-29.8,-6.7

# Going on with the list.
SMILES,pPAFAH inh,EBNA-1 inh,LYPLA1 counter,PAFAH2 FP inh,PAFAH1B2 FP inh,ZTA DNA inh,LYPLA2 counter,PREPL inh,PAFAH1B3 FP inh
CCc1cc(Br)ccc1N1C(=O)C2CC=CCC2C1=O (configuration not stated),4.8,1.6,0.2,0.7,4.9,18.7,7.2,5.3,-2.2
COc1ccc(C2=NCCn3nc4ccccc4c32)cc1,8.4,8.2,-2.1,-5.7,-2.2,10.3,-12.8,16.6,-4.6
CSCCC(NC(=O)c1ccccc1Cl)C(=O)NC1CCN(Cc2ccccc2)CC1 (configuration not stated),-5.3,-5.2,-2.8,-2.0,2.5,-5.6,-4.1,2.6,-7.1
COc1ccc(N(C(=O)Cc2cccs2)C(C(=O)NC2CCCCC2)c2cccn2C)cc1OC (configuration not stated),0.8,9.3,-1.7,-5.5,7.3,1.1,-3.4,-2.8,-4.5
COc1ccc(/C=C(/C#N)C(=O)NC2CCCCC2)cc1Br,-2.2,-4.5,-1.6,-0.6,4.3,-7.6,1.6,2.4,2.0
CNC(=O)CC(CC(=O)c1ccccc1)c1ccccc1 (configuration not stated),-0.3,.,-0.1,2.1,0.8,-11.1,5.0,-9.0,9.3
O=S(=O)(Cc1ccccc1)/C1=C(\N2CCOCC2)CCCCCC1,3.7,-1.6,1.9,-0.9,3.9,-2.2,0.5,5.5,11.9
CCOc1ccc(NC(=O)C(=O)NCCN2CCN(S(=O)(=O)c3ccc(C)cc3)CC2)cc1,2.5,-5.8,2.2,3.5,-0.4,8.7,-0.7,0.9,7.0
O=C(C[C@H]1C/C=C\CC[C@H](Cc2ccc(F)cc2)C(=O)O[C@H](c2ccccc2)CNC1=O)N[C@H](CO)Cc1ccccc1,54.8*,.,.,5.8,4.2,.,.,-5.3,12.6
CC1CCN(CC(=O)N2CCc3ccccc32)CC1,0.9,8.8,-0.2,3.0,0.6,7.5,-0.1,-6.5,1.0
CC(C)(C)c1nc2c(C#N)c(-c3ccc(Cl)cc3)ccn2n1,3.4,-6.9,-0.3,-3.8,0.7,13.9,-3.7,7.8,6.8
CCOC(=O)Cc1cc(=O)[nH]c(=O)[nH]1,1.5,-4.2,2.5,3.3,0.4,-17.0,1.2,4.4,5.9
COCCNc1cc(C)nc2c(-c3ccccc3OC)c(C)nn12,8.5,-4.6,7.7,-1.5,0.4,7.3,5.5,-7.1,-2.8
CCCC/C(O)=C1\C(=O)CC(C)(C)CC1=Nc1ccccc1OC,3.0,4.8,0.8,14.1,0.3,-1.6,0.3,15.9,5.3
Cc1ccc(C)c(S(=O)(=O)N2CCCC2CNC(=O)C(=O)NCc2ccccc2C)c1 (configuration not stated),10.0,-4.6,0.4,3.6,5.2,-0.1,4.7,12.5,-0.8
Cc1[nH]n(-c2ccc([N+](=O)[O-])cc2)c(=O)c1C=NCCc1c[nH]c2ccccc12,6.4,22.8,-5.8,-2.6,2.1,-1.2,-1.6,30.0,3.2
COc1ccc(-c2cc3c(=O)n(CC(=O)NCCCc4ccccc4)ncn3n2)cc1,3.6,-5.1,-2.0,-0.4,1.2,-2.0,2.1,0.9,-6.0
CCOC(=O)N1CCN(C(=O)CCSc2ccc(C)cc2)CC1,2.2,-5.9,-3.6,1.2,11.6,5.8,-2.1,14.7,7.4
COc1ccc(CCNC(=O)CN(c2cccc([N+](=O)[O-])c2)S(C)(=O)=O)cc1OC,2.6,-0.6,3.1,6.4,-2.4,-8.2,4.7,-5.6,-4.3
O=C(CNc1ccccc1)NNC1=NCCC1,4.5,8.9,0.0,-3.2,-1.5,-5.7,1.4,3.5,4.2
Cc1ccc(Nc2nc3c(c(=O)[nH]c(=O)n3C)n2Cc2ccc(F)cc2)cc1,5.5,3.3,-3.9,-1.8,5.7,3.6,5.5,-8.7,-1.1
Cc1ccc(OCC(O)CN2C(=O)NC(C)(C)C2=O)cc1 (configuration not stated),-3.2,11.2,2.2,2.7,1.6,-11.5,9.5,11.1,3.7
COc1ccc(Nc2cc(C)nc3ccc(OC)cc23)cc1,3.7,-5.1,0.5,2.8,0.6,10.3,3.5,30.1,13.5
CC(C)(C)c1ccc(O)c(N=Cc2cc(Br)ccc2O)c1,13.2,-0.1,2.9,2.9,12.9,19.4,4.0,4.2,14.8
CC(C)C1O/C(=N/C(=O)Nc2ccc(Cl)c(Cl)c2)NC1=O (configuration not stated),-14.8,-2.7,-27.2,-26.4,-11.8,-5.2,-51.8,2.5,-14.3

# Carrying on.
SMILES,pPAFAH inh,EBNA-1 inh,LYPLA1 counter,PAFAH2 FP inh,PAFAH1B2 FP inh,ZTA DNA inh,LYPLA2 counter,PREPL inh,PAFAH1B3 FP inh
Cc1c(NC(=O)/C=C/c2cccs2)c(=O)n(-c2ccccc2)n1C,-0.7,-2.9,2.8,4.7,8.3,3.1,6.1,3.9,-1.3
CC(=O)N1CCN(c2ccc(NC(=O)c3ccc(OCc4ccccc4)cc3)cc2)CC1,4.8,-0.8,0.1,-0.5,3.9,-20.1,2.5,8.8,-0.5
CCn1c(=O)cc(SCC(=O)N2CCN(C(=O)c3ccco3)CC2)c2ccccc21,-1.5,0.0,3.8,-1.6,1.2,-6.9,4.4,-4.5,-1.5
Cc1ccc(Cn2ccc(NC(=O)c3cc(-c4ccc(Cl)cc4)on3)n2)cc1,4.8,0.3,2.2,2.6,2.0,-4.2,8.8,13.9,-2.4
CC1CCCC2(C1)NC(=S)N(c1ccccc1)N2 (configuration not stated),2.4,4.5,2.3,5.8,8.8,27.9,5.9,-4.1,5.5
O=C(CSc1nc(-c2ccco2)cc(C(F)(F)F)n1)Nc1ccccc1C(F)(F)F,2.2,2.0,-2.8,-1.7,2.2,6.8,5.3,-1.8,-3.4
COc1ccc(N=C(C)C2=C(O)COC2=O)cc1,0.3,-2.8,-2.1,-5.8,-1.7,4.5,-0.8,13.4,4.5
CN1CCN(Cc2c(C(=O)N3CCc4ccccc4C3)nc3ccc(Cl)cn23)CC1,-8.1,-11.9,-1.1,19.4,-4.6,1.3,-5.5,9.0,0.1
O=C(COC(=O)c1cn(-c2ccccc2)nc1-c1ccccc1)c1cccc([N+](=O)[O-])c1,-2.6,3.0,0.0,-10.9,-2.9,-3.8,3.1,-3.8,-6.3

# Not all compounds are listed. The share of hits here may be higher or lower than overall.
